Screens: PubChem, several laboratories
BCLXL inh = inhibitors of human Bcl-xL, primary screen, biochemical, fluorescence polarization, HTS | Bcl-2-like protein 1 (Homo sapiens), Q07817 | GST-Bcl-xL / FITC-Bim BH3 peptide fluorescence polarization | inhibition, % at 10.9 µM | actives 0.7% (n = 320,000) | AID 2129, 2009;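 active = inhibition above the mean of all tested compounds plus 3 SD, cutoff set per campaign, cut at about 30% in these data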;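 note: 0% = DMSO wells and 100% = unlabeled Bim-BH3 peptide competitor; inhibitors lower millipolarization by displacing the labeled peptide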
Target sequence (Q07817 whole entry, looked up): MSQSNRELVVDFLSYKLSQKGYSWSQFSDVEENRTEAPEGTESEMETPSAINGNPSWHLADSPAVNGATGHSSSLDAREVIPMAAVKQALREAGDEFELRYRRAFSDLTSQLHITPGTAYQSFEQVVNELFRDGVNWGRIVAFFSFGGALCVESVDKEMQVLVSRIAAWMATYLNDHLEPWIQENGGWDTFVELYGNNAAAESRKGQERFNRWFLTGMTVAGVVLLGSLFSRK
MCL1 BIM primary = inhibitors of MCL1 binding to BIM-BH3, primary screen, biochemical, fluorescence polarization | inhibition, % at 10.9 µM | actives 0.68% (n = 320,000) | AID 2057, 2009 | GST-MCL1 / FITC-Bim-BH3 fluorescence polarization;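 active = inhibition above the mean inhibition of all tested compounds plus 3 SD, set per campaign, cut at about 40% in these data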;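 note: 0% = DMSO wells and 100% = unlabeled Bim-BH3 peptide control; higher means more loss of mP so more displacement of Bim peptide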
Target sequence (Q07820 whole entry, looked up): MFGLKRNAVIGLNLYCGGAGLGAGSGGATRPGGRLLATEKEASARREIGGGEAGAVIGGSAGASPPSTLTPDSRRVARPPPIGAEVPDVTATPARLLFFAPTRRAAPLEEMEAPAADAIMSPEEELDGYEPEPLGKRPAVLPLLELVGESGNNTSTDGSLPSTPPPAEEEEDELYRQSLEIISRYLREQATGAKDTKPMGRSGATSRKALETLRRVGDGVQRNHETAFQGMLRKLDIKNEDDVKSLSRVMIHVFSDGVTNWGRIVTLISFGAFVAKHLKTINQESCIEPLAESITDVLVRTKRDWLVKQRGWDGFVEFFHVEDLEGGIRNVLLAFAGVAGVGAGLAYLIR
CIT2 TOR yeast = modulators of CIT2-GFP expression in yeast, primary screen, S. cerevisiae, GFP fusion, multiplex flow cytometry, MLPCN library; S. cerevisiae CIT2-GFP strain, 3 h; 100 means same as DMSO wells; GFP response vs DMSO, % at 10 µM; actives 0.065% (n = 320,000); AID 2029, 2009;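 active = GFP response relative to DMSO above a set limit, near the screen mean plus 3 SD, cut at about 150% in these data; inconclusive = Fewer than 70 cells measured for a yeast strain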;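 note: ratio of well median GFP fluorescence to mean of DMSO wells on the plate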
GRK2 aptamer HTS = compounds blocking aptamer binding on GRK2 – biochemical, human GRK2, bead flow cytometry, HTS, primary screen. Beta-adrenergic receptor kinase 1 (Homo sapiens), P25098. FAM-aptamer displacement from GRK2. inhibition of aptamer binding, % at 10 µM. actives 0.59% (n = 330,000). AID 488847, 2010;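 active = inhibition of aptamer binding above 40%, roughly 3 SD of noise, on plates passing a quality check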;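 note: median bead fluorescence of bound FAM aptamer so fluorescent compounds give negative values; no value below 0 was filed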
AGP1-GFP MLPCN = modulators of AGP1-GFP expression in yeast TOR pathway, primary screen, cell-based, multiplex flow cytometry, S. cerevisiae, MLPCN library; AID 2066, 2009; GFP response vs DMSO, % at 10 µM; actives 0.02% (n = 320,000); 3 h; GFP as percent of DMSO wells;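 active = GFP response relative to DMSO above a set limit, near screen average plus 3 SD, cut at about 150% in these data; inconclusive = fewer than 70 cells counted for the yeast strain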;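 note: median GFP channel fluorescence of the gated AGP1 strain per well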
VLA-4 inh = inhibition in human VLA-4 binding assay, primary screen, VLA-4 allosteric modulator project, MLPCN library, flow cytometry, VLA-4 expressing cells; inhibition, % (about 7 µM as worked out from the volumes in the protocol); Integrin alpha-4 (Homo sapiens), P13612; ligand binding flow cytometry; actives 0.2% (n = 330,000); AID 2557, 2010; in the data active = inhibition above about 50%
MEX-5 binding = MEX-5 zinc finger RNA-binding disruptors – biochemical, C. elegans, fluorescence polarization, MLPCN library, primary screen | Zinc finger protein mex-5 (Caenorhabditis elegans), Q9XUB2 | AID 1832, 2009 | MEX-5/FITC-TCR2 RNA binding; hits give low values | actives 0.38% (n = 300,000) | activity score (negative = inhibition of binding), % at 10 µM;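 active = inhibition past about -25% in most replicates, and total fluorescence under double the plate's negative control median, limit read from the data; inconclusive = replicates evenly split on the limit, or fluorescence at least double controls; inactive = too little inhibition in most replicates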;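 note: 0% = DMSO and -100% = 5 µM competing unlabeled TCR2 RNA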
GLD-1 RNA inh = GLD-1/TGE RNA complex disruptors, primary screen, biochemical, fluorescence polarization; Female germline-specific tumor suppressor gld-1 (Caenorhabditis elegans), Q17339; purified GLD-1 + fluorescein TGE RNA; inhibition, % at 5.96 µM; actives 0.44% (n = 320,000);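 active = percent inhibition above a per-plate cutoff, the plate mean of test compounds plus 3 SD, cut at about 30% in these data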;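 note: 0% = DMSO wells with GLD-1 and probe and 100% = wells lacking GLD-1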
Target sequence (Q17339 whole entry, looked up): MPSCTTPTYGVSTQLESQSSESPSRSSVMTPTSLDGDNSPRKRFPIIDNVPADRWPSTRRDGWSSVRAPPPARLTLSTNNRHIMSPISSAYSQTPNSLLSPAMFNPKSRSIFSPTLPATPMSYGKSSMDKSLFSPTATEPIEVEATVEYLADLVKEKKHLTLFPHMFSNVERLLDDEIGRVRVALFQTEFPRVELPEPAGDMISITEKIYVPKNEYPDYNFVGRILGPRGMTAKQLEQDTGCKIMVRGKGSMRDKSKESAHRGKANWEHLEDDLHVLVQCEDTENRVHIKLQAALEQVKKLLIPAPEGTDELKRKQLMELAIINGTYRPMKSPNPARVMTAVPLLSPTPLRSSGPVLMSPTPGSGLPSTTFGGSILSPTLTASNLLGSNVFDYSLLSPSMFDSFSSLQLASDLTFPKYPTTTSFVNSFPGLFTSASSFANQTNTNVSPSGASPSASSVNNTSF
Fam108B counter = mouse Fam108B serine hydrolase inhibitors, primary screen, counter-screen for RBBP9 inhibitor project, biochemical, fluorescence polarization | actives 0.33% (n = 300,000) | inhibition, % at 9.51 µM | recombinant Fam108B, FP-Rh probe fluorescence polarization;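 active = inhibition above the screen mean inhibition plus 3 SD, computed separately per campaign, cut at about 18% in these data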;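 note: inhibitors lower polarization as less probe binds the enzyme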
* marks the source's active call; other numbers are inactive results; ? = inconclusive; nt = not tested or not shown. Hits appear at their usual frequency (roughly 2.2% active in at least one column).

SMILES | BCLXL inh | MCL1 BIM primary | CIT2 TOR yeast | GRK2 aptamer HTS | AGP1-GFP MLPCN | VLA-4 inh | MEX-5 binding | GLD-1 RNA inh | Fam108B counter
COc1ccc(OC)c(C(=O)NC(CC(N)=O)c2ccc(NCCOc3ccccc3)c([N+](=O)[O-])c2)c1 (centres undefined) | 0 | -2 | 82 | 0 | 88 | -13 | -3.4 | 6 | 3
CCc1noc(C)c1C(=O)N(C)CC(=O)Nc1cccc(OC)c1 | 8 | 5 | 102 | 0 | 106 | 0 | nt | 3 | nt
CSc1ccccc1NC(=O)CSCc1ccccc1Br | 3 | -7 | 100 | 0 | 28 | -1 | -0.3 | 4 | -1
Cc1ccc(C2NC(=O)Cc3ccccc32)cc1 (centres undefined) | 1 | -3 | 93 | 1 | 102 | -4 | 2.4 | 1 | 2
CC1CCC2(CC1)NC(=O)N(CC(=O)N1CC(C)CC(C)C1)C2=O (centres undefined) | nt | nt | 88 | 0 | 91 | -5 | nt | 3 | nt
CC(C)C(=O)NNC(=O)CSc1ncnc2c1cnn2-c1ccccc1Cl | 1 | 5 | 102 | 0 | 108 | 0 | 0.4 | 1 | 0
O=C(COc1cccnc1[N+](=O)[O-])Nc1cccc(S(=O)(=O)N2CCOCC2)c1 | 2 | -4 | ? | 2 | ? | 7 | 0.8 | 2 | 2
CN(CC(=O)Nc1ccc(OC(F)(F)F)cc1)C(=O)c1ccc(N2CCCC2=O)cc1 | -6 | 1 | 99 | 0 | 98 | 6 | nt | -2 | nt
CCOC(=O)C1CCCN(c2c(C(=O)c3ccccc3)cnc3ccccc23)C1 (centres undefined) | 8 | 10 | 190* | 0 | 104 | -17 | 0.5 | 0 | 7
O=C(CN1c2cccc3cccc(c23)S1(=O)=O)N1CCOCC1 | 2 | 1 | 92 | 3 | 97 | 4 | -1.1 | 1 | -4
CCOc1ccccc1NC(=O)c1ccc(CN2CCc3ccccc3C2)cc1 | 2 | -9 | 105 | 2 | 97 | 4 | -2.5 | -1 | -7
CCCNC(=O)Cn1cnc2sc(C(=O)Nc3cc(OC)c(OC)c(OC)c3)c(C)c2c1=O | 2 | 0 | 99 | 0 | 100 | 4 | 0.2 | 5 | 2
CCSc1nc2c([nH]c3ccccc32)c(=O)n1C | 2 | 7 | 97 | 0 | 95 | 35 | 5.0 | -1 | 5
COc1ccc(C2C(C(=O)N3CCOCC3)CCC(=O)N2c2ccc(OC)cc2)cc1 (centres undefined) | 3 | 3 | 82 | 0 | 87 | -6 | -2.0 | -2 | 2
CC1CCCCC1NS(=O)(=O)CCNC(=O)c1ccc2c(c1)OCO2 (centres undefined) | 3 | -2 | 99 | 2 | 103 | 8 | 1.6 | 2 | -3
CCOC(=O)N1CCN(C(=O)c2ccc3nc(C)sc3c2)CC1 | 5 | 10 | 90 | 0 | 96 | 0 | 0.0 | 6 | 6
CC(C)CN(CC(C)C)S(=O)(=O)c1cc([N+](=O)[O-])ccc1N1CCCCCC1 | 0 | 6 | 111 | 5 | 113 | 0 | -1.2 | 5 | -5
COc1ccc(N2CCN(C(=O)CCc3ccccc3)CC2)cc1 | 6 | 6 | 98 | 3 | 94 | 7 | 0.2 | -2 | -1
O=C(COC(=O)c1ccc(S(=O)(=O)NCc2ccco2)cc1)Nc1ncc(Cl)cc1Cl | 11 | 11 | 107 | 5 | 95 | 12 | -5.2 | 8 | 2
Cc1ccc(-n2c(C)nc3oc4ccccc4c(=O)c3c2=O)cc1 | 19 | 21 | 99 | 10 | 98 | -8 | 0.4 | -4 | -2
O=C(c1cccs1)N1CCn2c1nc1ccccc12 | 7 | 0 | 101 | 6 | 103 | 26 | 0.4 | 7 | 3
CCN(CC)S(=O)(=O)c1cc(NC(=O)COC(=O)CCC(=O)c2ccc(F)cc2)ccc1C | -1 | -6 | 90 | 0 | 90 | -3 | -0.5 | -1 | 0
COc1cc(OC)c(-c2nc3cnccc3n2C)cc1OC | 6 | 4 | 95 | 1 | 97 | 15 | -2.1 | 6 | -2
COc1ccccc1N1CCN(C(=O)c2cc3c(=O)n4ccccc4nc3s2)CC1 | 6 | 8 | 98 | 0 | 99 | 38 | nt | 11 | nt
COC(=O)C(C)Oc1ccc2c(c1)O/C(=C\c1ccco1)C2=O (centres undefined) | -3 | -2 | 102 | 2 | 90 | 0 | 0.5 | -15 | 8
COc1ccc(CN2C(=O)[C@@H]3C(c4ccc(F)cc4)=NO[C@@H]3C2=O)cc1 | 5 | -4 | 108 | 4 | 109 | -1 | nt | 7 | 5
COC(=O)c1ccccc1NC(=S)N(Cc1ccc2c(c1)OCO2)Cc1cc2cc(C)ccc2[nH]c1=O | 7 | 7 | 109 | 0 | 110 | 14 | 3.3 | 5 | -18
CN(C)c1nnnn1-c1ccc(Oc2ccccc2)cc1 | -1 | -3 | 91 | 0 | 95 | 7 | 1.1 | -3 | 3
Nc1c(C=C2C=CC(=O)C=C2)c(=O)nc2snc(SCc3ccccc3)n12 | -14 | -18 | 99 | 1 | 106 | -11 | 0.0 | -27 | -5
NC(N)=NC(=O)c1nc(Cl)c(N2CCCCCC2)nc1N | -6 | -2 | 79 | 0 | 90 | -7 | nt | 1 | -5
COc1ccc(-n2cc(-c3ccccc3)c3c(=S)nc[nH]c32)cc1 | 13 | 9 | 116 | 1 | 92 | 12 | 2.4 | 0 | -2
CN1CCN(C(=O)C2CC(c3ccc(F)cc3)=NO2)CC1 (centres undefined) | 5 | 1 | 92 | 2 | 101 | -12 | -4.0 | 2 | -3
Cc1cc(-c2nn3c(-c4ccccc4)nnc3s2)c2ccccc2n1 | 3 | 5 | 104 | 1 | 95 | -14 | -0.7 | 7 | -1
COc1ccccc1N1CCN(S(=O)(=O)c2c(C)[nH]c(=O)[nH]c2=O)CC1 | 6 | 2 | 105 | 0 | 100 | -2 | nt | 3 | 3
COc1ccc(-c2csc(Nc3ccc(S(N)(=O)=O)cc3)n2)cc1OC | 4 | 6 | 104 | 0 | 103 | 1 | -2.6 | 6 | 3
O=C1C(=O)N(CCN2CCOCC2)C(c2cccc(Cl)c2)/C1=C(/O)c1ccc2c(c1)OCO2 (centres undefined) | 2 | -2 | 105 | 3 | 102 | 1 | 2.5 | 3 | 7
Cc1ccc(S(=O)(=O)Nc2ccc3c(c2)nc(CN2CCCC2)n3C)cc1 | 5 | 6 | 88 | 0 | 90 | -2 | 1.1 | 8 | 0
CCc1nnc(NC(=O)[C@@H](NC(=O)c2cccc(C)c2)C(C)C)s1 | 4 | -1 | nt | 0 | nt | 47 | 3.1 | 1 | -2
O=C(C1CCCCC1)N1CCC(c2nc3ccccc3[nH]2)CC1 | -2 | -8 | 94 | 0 | 101 | 5 | 0.7 | 2 | 2
COc1ccc(-c2cnc(OC(C)(C)C)nc2OC(C)(C)C)cc1OC | 5 | 5 | 101 | 2 | 105 | 7 | 1.4 | 6 | -2
CC(C)c1ccc(NS(=O)(=O)c2cn(C)c(=O)n(C)c2=O)cc1 | -1 | 0 | 93 | 1 | 94 | 17 | -0.5 | 3 | -1
O=C(CCc1ccccn1)N1CCCC(Nc2ccc(F)cc2)C1 (centres undefined) | 3 | 4 | 99 | 12 | 99 | 0 | 0.8 | -5 | 1
O=C(Nc1cccc(S(=O)(=O)N2CCOCC2)c1)c1cnccn1 | -5 | 7 | 104 | 0 | 105 | 10 | -0.2 | 2 | -2
C=CCn1cccc(C(=O)Nc2ccc(F)cc2)c1=O | 2 | 1 | 93 | 0 | 90 | 10 | -1.4 | -1 | -3
O=C(NCCO)C(F)(F)C(F)(F)C(F)(F)OC(F)(C(=O)NCCO)C(F)(F)F (centres undefined) | 7 | 10 | 100 | 1 | 93 | 3 | -0.8 | -2 | 5
Fc1ccccc1Cc1noc(CN(Cc2ccccn2)CC2CCCO2)n1 (centres undefined) | 5 | 5 | 106 | 3 | 88 | -5 | 2.2 | 1 | 1
C[n+]1c(/C=C/c2ccc(O)cc2)ccc2ccccc21 | -20 | -35 | 104 | 0 | 102 | -36 | 20 | -180 | -11
CCCC(=O)Nc1cc(=O)n(C)c(=O)n1C | 2 | 3 | 98 | 0 | 96 | -1 | 1.1 | 7 | -2
O=C1C=CC(=O)N1c1ccc(Sc2ccc([N+](=O)[O-])cc2)cc1 | 11 | 33 | 85 | 0 | 69 | 27 | -1.6 | 0 | -1
Cc1nn(C)cc1CNC(=O)C1C2CCC(O2)C1C(=O)O (centres undefined) | 0 | -2 | 106 | 3 | 82 | 12 | -3.6 | -2 | 1

A draw from above in order of molar mass, low to high.
SMILES | BCLXL inh | MCL1 BIM primary | CIT2 TOR yeast | GRK2 aptamer HTS | AGP1-GFP MLPCN | VLA-4 inh | MEX-5 binding | GLD-1 RNA inh | Fam108B counter
CCCC(=O)Nc1cc(=O)n(C)c(=O)n1C | 2 | 3 | 98 | 0 | 96 | -1 | 1.1 | 7 | -2
C[n+]1c(/C=C/c2ccc(O)cc2)ccc2ccccc21 | -20 | -35 | 104 | 0 | 102 | -36 | 20 | -180 | -11
Cc1nn(C)cc1CNC(=O)C1C2CCC(O2)C1C(=O)O (centres undefined) | 0 | -2 | 106 | 3 | 82 | 12 | -3.6 | -2 | 1
O=C(C1CCCCC1)N1CCC(c2nc3ccccc3[nH]2)CC1 | -2 | -8 | 94 | 0 | 101 | 5 | 0.7 | 2 | 2
O=C(CCc1ccccn1)N1CCCC(Nc2ccc(F)cc2)C1 (centres undefined) | 3 | 4 | 99 | 12 | 99 | 0 | 0.8 | -5 | 1
CC(C)c1ccc(NS(=O)(=O)c2cn(C)c(=O)n(C)c2=O)cc1 | -1 | 0 | 93 | 1 | 94 | 17 | -0.5 | 3 | -1
O=C(Nc1cccc(S(=O)(=O)N2CCOCC2)c1)c1cnccn1 | -5 | 7 | 104 | 0 | 105 | 10 | -0.2 | 2 | -2
COc1ccc(-c2cnc(OC(C)(C)C)nc2OC(C)(C)C)cc1OC | 5 | 5 | 101 | 2 | 105 | 7 | 1.4 | 6 | -2
Fc1ccccc1Cc1noc(CN(Cc2ccccn2)CC2CCCO2)n1 (centres undefined) | 5 | 5 | 106 | 3 | 88 | -5 | 2.2 | 1 | 1
O=C(NCCO)C(F)(F)C(F)(F)C(F)(F)OC(F)(C(=O)NCCO)C(F)(F)F (centres undefined) | 7 | 10 | 100 | 1 | 93 | 3 | -0.8 | -2 | 5
